Source: PubChem BioAssay (several laboratories)
Myeloid diff MLP: compounds promoting myeloid differentiation; ER-HoxA9 myeloid progenitors, lysozyme-GFP differentiation, flow cytometry; calls only at 10 µM; 1% of 360,000 active; AID 624256;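 active = normalized GFP-positive differentiation at or above the plate's own cutoff, the solvent-only control mean plus 3 SD; inconclusive = no clear call, values can overlap the other calls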;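 also: cells exposed to compound for four days before flow analysis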
T cell modulator: modulates CD8 T cell binding to vesicles. 2C CD8+ T cell-vesicle binding, flow cytometry; active compounds read low. calls only at 7 µM. 0.068% of 330,000 active. AID 2052;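 active = response, share of CD8 T cells binding vesicles, and their 90th percentile fluorescence all below set limits, cut at about 80% in these data, passing the limit was not always enough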
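Assay system – 2C mouse CD8+ T cells · Also added – QL9-loaded Drosophila micro-vesicles · Timing – Cell–vesicle co-incubation 1.5 h at 37 °C, staining 20 min on ice · Signal – flow cytometry of vesicle-bound cells · Measure – percent CD8+ FL2 mean versus row control · Controls – Peptide-free naked vesicles (low) and QL9 vesicles with 0.7% DMSO vehicle (high)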
Hep lipid drop: modulators of hepatic lipid droplet formation | 0.4% of 240,000 active | inhibition, % at 6.5 µM | AID 1656 | AML12 mouse hepatocytes, oleate lipid droplets, BODIPY imaging;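 active = lipid droplet intensity inhibited by at least 50%, with more than 500 cells counted; inconclusive = wells with under 300 cells, treated as cytotoxic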
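Material: mouse AML12 hepatocyte cell line, fixed after treatment; Timing: compound with oleate, overnight; Technique: high-content imaging of BODIPY-stained droplets and DAPI nuclei; Probe or stimulus: oleate, 100 µM final; Dosing: compound at 6.5 µM only.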
West Nile virus CPE: West Nile virus antiviral activity, cell-based, CPE readout (AID 1621) | West Nile virus-infected cells, CPE inhibition; higher % means a stronger effect | CPE inhibition, % at 10 µM, or IC50 in µM where a hit was titrated | 0.02% of 290,000 active; in the data active = a potency from the dose series; inconclusive = CPE inhibition mostly from about 3.7% at the one dose, without a potency; inactive = the rest, 99 in 100 with CPE inhibition below about 2.2%; also: strong numbers were not always called active
Autophagy HCS: alters autophagy in cells. MEF GFP-LC3 puncta imaging; test concentration mostly 10 µM. calls only at 10 µM (by protocol). 0.98% of 190,000 active;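 active = percentage of spot-positive cells more than 3 SD above its plate mean, without a fluorescence outlier flag or 80% toxicity; inconclusive = no clear call, values can overlap the other calls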;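 also: spot-positive cell cutoff set from DMSO-treated cells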
WT yeast gro inh: growth inhibition of WT yeast, mitochondrial fusion screen; inhibition, % at 10 µM; mitochondrial fusion phenotypic screen, WT strain; 2.1% of 190,000 active; in the data active = inhibition above about 58%; tested in S. cerevisiae
MT stabilizer: microtubule stabilization, imaging screen; HeLa tubulin immunostaining HCS, 24 h; share of cells brighter than vehicle mean+2SD; % tubulin-high responders, % at 10 µM; 0.83% of 200,000 active;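 active = plate Z-score above 3 for both tubulin-high and condensed-nucleus cell shares, with cell loss under 80%, at 10 µM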;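 also: anti alpha tubulin signal scored within the nucleus-defined area of each cell; some results filed as inactive read as strong as hits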
b-catenin transl: alters nuclear translocation of beta-catenin in HeLa cells; 0.3% of 190,000 active; nuclear translocation activity, % at 5 µM; immunofluorescence imaging;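 active = nuclear translocation activity above 50% at 5 µM, with a well cell count of 50 or more; inconclusive = wells under 50 cells across six images, flagged as toxic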;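 also: per-cell ratio of nuclear to cytoplasmic median beta-catenin stain intensity; plate controls were DMSO negative control for no effect and GSK-3 inhibitor IX positive control for full effect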
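Signal – beta-catenin immunofluorescence imaging with DAPI · Test system – human HeLa cell line · Dosing – 5 µM primary single dose, 0.1% DMSO, 0.02–20 µM confirmation series · Measure – % activation, nuclear-to-cytoplasmic median beta-catenin signal ratio per cell · Incubation – 24 h compound exposure at 37°C, 5% CO2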
Insulin prom up: MIN6 insulin promoter up-regulation. MIN6 insulin promoter-GFP reporter, high-content imaging; active compounds read high. 0.3% of 190,000 active. AID 1625. z-score at 5 µM;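 active = z-score above 3 at 5 µM with at least 500 cells counted in the well; inconclusive = wells under 500 cells, flagged as cytotoxic or low count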
WT yeast gro inh mutant strain: further read-out of WT yeast gro inh, marked with its call; inhibition, %; mitochondrial fusion phenotypic screen, mutant strain inhibition
Insulin prom up cell count: recorded beside Insulin prom up, whose call it bears; cell count; measured here: cytotoxicity, nuclei count;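 total cells summed across four imaged fields per well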
Hep lipid drop cells 6.5 µM: also measured in Hep lipid drop; calls as there; cell count; measured here: cell count, cytotoxicity flag;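 cells counted across two imaged fields per well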
b-catenin transl cell count 5 µM: recorded beside b-catenin transl, whose call it bears; cell count; measured here: cell count, cytotoxicity flag
T cell modulator vesicle-bound %: further read-out of T cell modulator, marked with its call; double positive events, %; measured here: CD8+ vesicle-bound cell fraction;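 binding gate set so that unloaded-vesicle control wells show 10% double positive cells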
MT stabilizer Hoechst-high %: also measured in MT stabilizer; calls as there; % Hoechst-high responders; measured here: nuclear condensation Hoechst responders;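 share of cells brighter than vehicle mean plus two SD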
MT stabilizer cytotoxicity %: recorded beside MT stabilizer, whose call it bears; toxicity, %; measured here: cytotoxicity by cell density;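 0% = mean cell density of plate MIN control wells and 100% = no cells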
Autophagy HCS cell loss 18 h: further read-out of Autophagy HCS, marked with its call; toxicity, %; measured here: cell loss, nuclei count;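 cell loss after 18 h compound exposure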
Myeloid diff MLP GFP+ MAC1+ %: recorded beside Myeloid diff MLP, whose call it bears; GFP+ MAC1+ double positive, %; measured here: differentiation confirmed by MAC1 staining
The depositor's hits bear a star; i = inactive; ? = inconclusive; . = no result given.

No.	SMILES	b-catenin transl	WT yeast gro inh	Insulin prom up	West Nile virus CPE	Insulin prom up cell count	Myeloid diff MLP	b-catenin transl cell count 5 µM	MT stabilizer Hoechst-high %	T cell modulator vesicle-bound %	WT yeast gro inh mutant strain	MT stabilizer	T cell modulator	Myeloid diff MLP GFP+ MAC1+ %	MT stabilizer cytotoxicity %	Hep lipid drop	Autophagy HCS	Autophagy HCS cell loss 18 h	Hep lipid drop cells 6.5 µM
1	CNC(=S)N/N=C/c1ccccc1OCC(=O)O	-0.7	.	0.4	-0.1%	1059	i	1323	.	13	.	.	i	1.1	.	47	.	.	708
2	COc1cc2ccccc2cc1C(=O)N(CCN(C)C)c1nc2c(OC)ccc(OC)c2s1	.	.	.	1.4%	.	?	.	.	59	.	.	i	.	.	-7	.	.	763
3	CCn1c(=O)c2c(nc(SCc3ccccn3)n2C)n(C)c1=O	-1.3	-7	-0.07	0.1%	1359	i	861	1.7	.	20	1.8	.	1.4	3.5	.	i	-7	.
4	COc1ccc(C(=O)Cn2cc([N+](=O)[O-])nc2C)cc1	.	.	.	0.2%	.	i	.	.	49	.	.	i	0.9	.	-1	.	.	408
5	O=C(CN1CCN(Cc2ccccc2)CC1)N/N=C/c1ccc(Br)s1	-4.9	.	-0.25	-1.2%	1457	i	1165	.	22	.	.	i	0.2	.	-8	.	.	717
6	COc1cc(OC)nc(-n2ncc(Br)c(Br)c2=O)n1	.	14	?	-2.3%	.	?	.	2.1	29	-1	6.9	i	.	5.5	.	i	97	.
7	O=C(O)c1cc(Cl)c2c(c1)OCO2	1.9	.	0.62	-0.1%	882	i	1295	.	24	.	.	i	1.0	.	-3	.	.	653
8	O=C(NC1(C(F)(F)F)C(=O)Nc2c1c(=O)[nH]c(=O)n2-c1ccc(F)cc1)c1cccnc1 (stereo unspecified)	-0.3	-7	0.92	0.5%	1446	i	1360	2.2	33	-13	2.8	i	0.9	9.8	.	i	5	.
9	O=S(=O)(c1ccc(NC(=S)NCc2ccncc2)cc1)N1CCCCC1	0.4	.	-0.07	-0.4%	1449	i	1095	.	60	.	.	i	0.3	.	-1	.	.	710
10	O=C(N/N=C\C=C\c1ccco1)C1COc2ccccc2O1 (stereo unspecified)	-0.4	.	0.11	0.2%	977	i	1382	.	33	.	.	i	0.2	.	-18	.	.	770
11	Cc1ccc(/C=C/C(=O)NCC2COc3ccccc3O2)o1 (stereo unspecified)	-0.2	14	0.53	-0.7%	1396	i	1107	2.3	52	7	3.5	i	0.2	10	53*	i	-3	698*
12	COc1ccccc1C1CC(c2cccs2)=NN1C(=O)CCC(=O)O (stereo unspecified)	.	.	.	-0.5%	.	i	.	.	59	.	.	i	0.6	.	-2	.	.	758
13	C=CCn1c(SCC(=O)Nc2c(C)cccc2C)nnc1-c1ccncc1	-6.3	-4	0.09	0.1%	1216	i	1245	1.6	37	6	1.7	i	1.2	6.5	2	i	0	807
14	COC(=O)CN(c1ccc(OC)cc1)S(=O)(=O)c1c(C)noc1C	-2.0	27	0.44	0.2%	1604	i	1320	1.6	52	9	3.1	i	0.2	7.5	.	i	-12	.
15	CNC(=O)COC(=O)Cc1ccc(Cl)cc1	-2.7	16	-0.27	0.1%	1255	i	1125	3.2	66	11	4.2	i	0.1	9.4	-12	i	-7	729
16	Cc1c(Cl)cccc1NC(=S)NCc1ccccc1Cl	0.4	40	0.74	-1.5%	1144	i	516	2.2	32	29	4.8	i	0.9	4.2	-10	i	7	566
17	O=C(Nc1ccc(F)cc1)c1sc(Cl)nc1-c1ccccc1	0.0	-20	0	0.0%	1313	i	995	3.4	6	-7	1.6	i	0.5	5.4	18	i	-19	770
18	O=S1(=O)CC(O)C(Nc2ccccc2Cl)C1 (stereo unspecified)	.	-4	1.6	-0.2%	1235	i	.	2.7	14	3	3.0	i	0.8	0.9	-5	i	-57	783
19	COc1ccc(/C=N/Nc2nc(N)cc(Cl)n2)cc1OC	0.8	-6	-0.62	2.6%	1384	i	1439	5.6	45	6	8.4	i	1.5	3.3	5	i	18	643
20	O=c1c2ccccc2nc(SCc2cn3ccsc3n2)n1-c1ccccc1	-0.8	0	-0.88	0.8%	1214	i	641	2.3	58	-2	7.2	i	0.5	0.7	0	i	15	717
21	CC(=O)c1ccc(NC(=O)c2ccc3snnc3c2)cc1	.	.	.	0.3%	.	i	.	.	15	.	.	i	7.3	.	12	.	.	885
22	CC(C)(C)NCC(O)COc1ccccc1C(=O)CCc1ccccc1 (stereo unspecified)	.	0	-3	-0.4%	802	i	.	1.1	15	-3	1.6	i	0.7	12	-1	i	-6	698
23	COc1ccc(CNC(=O)CN2C(=O)COc3ccc(S(=O)(=O)N4CCCC4)cc32)cc1	.	.	.	-0.3%	.	i	.	.	8	.	.	i	1.2	.	-53	.	.	695
24	O=C(COC(=O)CCN1C(=O)c2ccccc2C1=O)Nc1ccc(S(=O)(=O)N2CCCC2)cc1	-2.1	-2	0.26	0.5%	936	i	1184	3.2	38	8	5.0	i	0.6	4.7	.	i	15	.
25	O=C(CCNC(=O)c1ccc(Br)o1)NCc1ccccn1	-2.0	-20	.	0.5%	.	i	1188	1.4	30	-14	2.6	i	3.2	15	-7	i	2	710

Molecules shown so far with two or more sulfur atoms:
No.	SMILES	b-catenin transl	WT yeast gro inh	Insulin prom up	West Nile virus CPE	Insulin prom up cell count	Myeloid diff MLP	b-catenin transl cell count 5 µM	MT stabilizer Hoechst-high %	T cell modulator vesicle-bound %	WT yeast gro inh mutant strain	MT stabilizer	T cell modulator	Myeloid diff MLP GFP+ MAC1+ %	MT stabilizer cytotoxicity %	Hep lipid drop	Autophagy HCS	Autophagy HCS cell loss 18 h	Hep lipid drop cells 6.5 µM
9	O=S(=O)(c1ccc(NC(=S)NCc2ccncc2)cc1)N1CCCCC1	0.4	.	-0.07	-0.4%	1449	i	1095	.	60	.	.	i	0.3	.	-1	.	.	710
20	O=c1c2ccccc2nc(SCc2cn3ccsc3n2)n1-c1ccccc1	-0.8	0	-0.88	0.8%	1214	i	641	2.3	58	-2	7.2	i	0.5	0.7	0	i	15	717

(more compounds)
No.	SMILES	b-catenin transl	WT yeast gro inh	Insulin prom up	West Nile virus CPE	Insulin prom up cell count	Myeloid diff MLP	b-catenin transl cell count 5 µM	MT stabilizer Hoechst-high %	T cell modulator vesicle-bound %	WT yeast gro inh mutant strain	MT stabilizer	T cell modulator	Myeloid diff MLP GFP+ MAC1+ %	MT stabilizer cytotoxicity %	Hep lipid drop	Autophagy HCS	Autophagy HCS cell loss 18 h	Hep lipid drop cells 6.5 µM
26	O=C(c1cccc(C(F)(F)F)c1)N1CCOc2ccccc21	.	.	.	-0.8%	.	i	.	.	32	.	.	i	0.9	.	-1	.	.	682
27	CC(=O)NC1=NN(C(C)=O)C(C)(CS(=O)(=O)c2ccc(Cl)cc2)S1 (stereo unspecified)	0.1	18	0.92	-0.2%	1172	i	527	2.6	49	15	3.8	i	1.0	9.8	-30	i	5	708
28	Cc1ccc(C(C(=O)NC2CCCC2)N(C(=O)Cc2cccs2)c2ccc(C)c(C)c2)o1 (stereo unspecified)	-2.9	63*	0.16	-0.8%	1978	i	1110	1.1	4	8.9*	3.6	i	8.9	3.7	-16	i	28	641
29	Cc1ccccc1N1CCN(C2CCCN(C(=O)CCn3cnnn3)C2)CC1 (stereo unspecified)	.	.	.	-0.1%	.	i	.	.	11	.	.	i	1.0	.	-5	.	.	674
30	O=S(=O)(Nc1ccc(Br)cn1)c1cccs1	0.4	-3	0.05	0.4%	1498	i	1509	2.5	14	7	2.8	i	0.2	4.0	-1	i	2	698
31	COc1ccc(CCN(Cc2cc3cccc(C)c3n3nnnc23)C(=O)c2ccncc2)cc1OC	1.5	-9	0.14	-0.1%	1165	.	1458	1.9	12	-4	1.5	i	.	5.0	-2	i	-7	754
32	Cc1ccc(C)c(Nc2c(F)c(F)c(F)c(F)c2C(=O)O)c1	-0.9	12	0.5	0.7%	1207	i	1111	2.7	30	-8	3.7	i	0.5	3.8	6	i	11	723
33	Cc1cc(C)cc(C(=O)Oc2cc(C)[nH]c(=O)c2[N+](=O)[O-])c1	.	.	.	0.0%	.	i	.	.	12	.	.	i	0.8	.	-23	.	.	654
34	COc1ccc(NC(=O)c2c[nH]n3c(=O)cc(C4CCN(C(=O)OC(C)(C)C)CC4)nc23)cc1Cl	0.9	-8	0.04	0.5%	1014	i	1139	1.8	19	-4	4.0	i	0.7	9.0	9	i	20	702
35	Cn1ncc([N+](=O)[O-])c1C(=O)N/N=C/c1ccc(F)cc1	3.3	5	0.16	0.8%	1314	i	517	3.4	23	-16	2.7	i	0.8	5.7	-2	i	4	741

Ordered by length of the SMILES (ascending): three of the compounds above.
No.	SMILES	b-catenin transl	WT yeast gro inh	Insulin prom up	West Nile virus CPE	Insulin prom up cell count	Myeloid diff MLP	b-catenin transl cell count 5 µM	MT stabilizer Hoechst-high %	T cell modulator vesicle-bound %	WT yeast gro inh mutant strain	MT stabilizer	T cell modulator	Myeloid diff MLP GFP+ MAC1+ %	MT stabilizer cytotoxicity %	Hep lipid drop	Autophagy HCS	Autophagy HCS cell loss 18 h	Hep lipid drop cells 6.5 µM
26	O=C(c1cccc(C(F)(F)F)c1)N1CCOc2ccccc21	.	.	.	-0.8%	.	i	.	.	32	.	.	i	0.9	.	-1	.	.	682
27	CC(=O)NC1=NN(C(C)=O)C(C)(CS(=O)(=O)c2ccc(Cl)cc2)S1 (stereo unspecified)	0.1	18	0.92	-0.2%	1172	i	527	2.6	49	15	3.8	i	1.0	9.8	-30	i	5	708
34	COc1ccc(NC(=O)c2c[nH]n3c(=O)cc(C4CCN(C(=O)OC(C)(C)C)CC4)nc23)cc1Cl	0.9	-8	0.04	0.5%	1014	i	1139	1.8	19	-4	4.0	i	0.7	9.0	9	i	20	702
